# GPR151 ag: activators of human GPR151, primary screen, cell-based, PathHunter beta-arrestin, luminescence. activation, % at 11.2 µM. PathHunter beta-arrestin GPR151 cells. 1% of 650,000 active. AID 1508602, 2020; in the data active means activation above about 4.9%;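 further: 0% = median of compound wells and 100% = cells with positive control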
# Target sequence (Q8TDV0 whole entry, looked up): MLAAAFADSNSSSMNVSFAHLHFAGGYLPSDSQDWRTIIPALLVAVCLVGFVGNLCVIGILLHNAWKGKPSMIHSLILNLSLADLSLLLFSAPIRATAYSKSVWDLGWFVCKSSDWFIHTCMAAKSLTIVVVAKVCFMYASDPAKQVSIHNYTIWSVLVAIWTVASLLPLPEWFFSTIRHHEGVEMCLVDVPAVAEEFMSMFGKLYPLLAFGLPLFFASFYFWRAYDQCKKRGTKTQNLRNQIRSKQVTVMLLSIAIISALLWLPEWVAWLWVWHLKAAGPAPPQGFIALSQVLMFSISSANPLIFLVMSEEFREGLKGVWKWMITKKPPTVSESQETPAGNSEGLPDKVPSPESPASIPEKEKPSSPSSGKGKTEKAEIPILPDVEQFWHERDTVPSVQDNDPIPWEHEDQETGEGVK
# FBW7 act: FBW7 E3 ligase activators, primary screen, biochemical, AlphaScreen, human | F-box/WD repeat-containing protein 7 (Homo sapiens), Q969H0 | AlphaScreen FBW7–phospho-cyclin E peptide binding, activator screen | normalized activity (activation), % at 26.1 µM | 0.13% of 650,000 active | AID 1259310, 2017; in the data active means normalized activity above about 1.9%;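 further: purified mutant Fbw7 with reduced substrate affinity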
# Target sequence (Q969H0 whole entry, looked up): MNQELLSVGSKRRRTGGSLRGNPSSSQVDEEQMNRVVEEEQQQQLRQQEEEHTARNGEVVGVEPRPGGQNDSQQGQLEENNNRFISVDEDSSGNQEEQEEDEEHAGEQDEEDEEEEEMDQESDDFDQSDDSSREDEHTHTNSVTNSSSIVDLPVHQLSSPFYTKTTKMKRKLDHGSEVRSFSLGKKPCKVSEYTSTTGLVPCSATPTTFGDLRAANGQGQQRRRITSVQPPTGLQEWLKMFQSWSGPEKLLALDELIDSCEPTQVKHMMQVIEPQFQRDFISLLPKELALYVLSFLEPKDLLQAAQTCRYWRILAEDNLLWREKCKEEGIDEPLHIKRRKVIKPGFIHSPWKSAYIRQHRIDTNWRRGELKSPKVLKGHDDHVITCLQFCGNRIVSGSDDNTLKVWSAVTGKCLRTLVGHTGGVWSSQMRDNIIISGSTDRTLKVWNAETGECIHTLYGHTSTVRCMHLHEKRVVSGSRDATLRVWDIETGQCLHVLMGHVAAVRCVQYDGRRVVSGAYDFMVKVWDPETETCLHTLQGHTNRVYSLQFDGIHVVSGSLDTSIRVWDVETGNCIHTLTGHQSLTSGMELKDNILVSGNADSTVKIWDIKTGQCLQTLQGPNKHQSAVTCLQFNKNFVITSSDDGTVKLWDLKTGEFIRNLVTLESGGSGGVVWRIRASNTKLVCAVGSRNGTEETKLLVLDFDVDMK
# TEAD-YAP block: TEAD-YAP interaction inhibition, primary screen, TEAD-YAP interaction inhibitor project, luminescence, HEK-TIYL cells; TEAD-Gal4/YAP UAS-luciferase luminescence; inhibition, % at 9.12 µM; 1.4% of 640,000 active; AID 1259422, 2018; in the data active means inhibition above about 32%;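 further: 0% = median of test compound wells and 100% = reference inhibitor wells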
# MITF primary: MITF inhibitors, primary screen, biochemical, AlphaScreen, human. AlphaScreen MITF homodimerization, bead proximity signal. inhibition, % at 2.6 µM. 0.91% of 650,000 active. AID 1259374, 2018; in the data active means inhibition above about 50%;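 further: 0% = vehicle wells with protein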
# Starred values were filed as active, the others as inactive.
# Key to letters: A = GPR151 ag; B = FBW7 act; C = TEAD-YAP block; D = MITF primary
Cc1ccc(C(=O)Nc2cccc(CO)c2)cc1
  A: -4.9 | B: 0.6 | C: 18 | D: 10

CCN=C1SC(CC(=O)NC2CCCCC2)C(=O)N1CC (centres undefined)
  A: -1.7 | B: 0.0 | C: -2 | D: 9

Cn1cc(NC(=O)Nc2ccc(F)cc2)c2ccccc2c1=O
  A: -1.5 | B: 0.4 | C: 4 | D: -11

COc1ccc(Cl)cc1NC(=O)c1cc(-c2ccc(C)cc2C)nc2ccccc12
  A: 4.0 | B: -0.1 | C: -6 | D: 0

O=C(CN1CCN(Cc2ccc3c(c2)OCO3)CC1)Nc1ccc(Br)cc1
  A: 0.4 | B: 0.2 | C: 14 | D: 17

COc1ccc(-n2nc3c(c2NC(=O)c2cc(Cl)ccc2Cl)CS(=O)(=O)C3)cc1
  A: 1.5 | B: 0.0 | C: -1 | D: 7

CC(C)NC(=O)c1cc2nc3c(c(C(F)(F)F)n2n1)CCc1ccccc1-3
  A: -0.6 | B: 0.3 | C: -32 | D: 0

C/C(=N\Nc1nc2ccccc2[nH]1)c1ccc2ccccc2c1O
  A: 1.6 | B: -0.6 | C: 9 | D: 16

CC(=O)Nc1ccc(Nc2nc(-c3sc(NC(C)=O)nc3C)cs2)cc1
  A: 1.9 | B: -0.1 | C: 10 | D: 3

O=[N+]([O-])c1c(Nc2ccccc2Cl)cc(Cl)c2nonc12
  A: -0.8 | B: -0.1 | C: 11 | D: -3

COc1ccc(N2C(=O)C(Cl)=C(Nc3ccc(O)cc3)C2=O)cc1
  A: 0.8 | B: 0.0 | C: -6 | D: 7

COc1cccc(NC(=O)c2cnc(SCC(=O)NC3CCCC3)n(C)c2=O)c1
  A: -2.4 | B: 0.2 | C: 6 | D: -9

C=CCNc1oc(Cc2ccccc2)nc1C#N
  A: -1.5 | B: 0.1 | C: -11 | D: 12

COc1ccc(C2=NN(C(=O)c3ccc(Br)o3)C(c3ccc(OC)c(OC)c3)C2)cc1OC (centres undefined)
  A: -0.7 | B: 0.2 | C: 1 | D: 12

C=CCn1c(=O)c2c(nc3n(-c4ccccc4OC)c(C)cn23)n(C)c1=O
  A: 1.4 | B: 0.1 | C: 6 | D: 10

O=C(CCC(=O)Nc1cccc(Br)c1)N/N=C/c1cccc(Cl)c1
  A: -1.4 | B: 0.0 | C: 2 | D: 3

CN(C)c1ccc(C2CC(c3c(-c4ccccc4)c4cc(Cl)ccc4[nH]c3=O)=NN2C(=O)c2ccc(Br)o2)cc1 (centres undefined)
  A: 2.7 | B: 0.0 | C: 2 | D: 16

Cc1nc(N)c(C(=O)N2CCC[C@@H](Cn3cc(C(=O)N4CCOCC4)nn3)C2)nc1C
  A: -1.6 | B: 0.1 | C: 2 | D: 7

Cc1ccc(C)c(NC(=O)CC(NCc2ccco2)C(=O)O)c1 (centres undefined)
  A: 0.3 | B: -0.1 | C: 1 | D: -6

COc1ccccc1NC(=O)N1CCC(c2nc3ccc(Cl)cc3[nH]2)CC1
  A: -0.5 | B: -0.1 | C: 80* | D: -3

COc1ccc(C=NC23CC4CC(CC(C4)C2)C3)cc1OC
  A: 1.2 | B: -0.1 | C: -4 | D: -9

O=C(c1ccccc1)c1cccc(N2C(=O)C=CC2=O)c1
  A: 1.2 | B: -0.1 | C: -2 | D: -10

O=C(Cc1ccc(F)cc1)Nc1ccc(-n2ncc3ccc(-c4nn[nH]n4)cc32)cc1
  A: 5.0* | B: -0.6 | C: -7 | D: 3

CC(C)n1c2ccccc2c2nnc(SCC(=O)Nc3ccc(F)cc3F)nc21
  A: 0.1 | B: -0.1 | C: -6 | D: 2

O=C(NCc1ccc(Cl)c(Cl)c1)C1CCCC1
  A: -0.3 | B: 0.1 | C: 6 | D: 0

O=C1OC(c2ccccc2Br)=N/C1=C\c1cccc([N+](=O)[O-])c1
  A: -0.7 | B: 0.6 | C: -3 | D: 4

Cc1cccc(C)c1NC(=O)c1cc(S(=O)(=O)N2CCN(c3ccccc3)CC2)ccc1F
  A: -1.1 | B: 0.0 | C: 0 | D: 2

O=C(CN(Cc1ccccc1)C(=O)c1csnn1)NCCc1ccccc1
  A: 0.0 | B: -0.1 | C: -8 | D: -14

CC(C)CCn1cnc2sc3c(c2c1=O)CCC(N(C)Cc1cscn1)C3 (centres undefined)
  A: 1.0 | B: 0.0 | C: 8 | D: 6

CC1CC(C)CN(C(=O)COC(=O)COc2ccc(C#N)cc2)C1 (centres undefined)
  A: -1.9 | B: 0.8 | C: 2 | D: 2

COc1ccc(Nc2nnc(-c3ccc(C)c(S(=O)(=O)NCc4ccccn4)c3)c3ccccc23)cc1C(N)=O
  A: -1.0 | B: 0.1 | C: 3 | D: 13

O=C1NC2(CCN(C(=O)CCn3c(=O)oc4ccccc43)CC2)Oc2ccccc21
  A: -0.3 | B: 0.4 | C: 1 | D: 11

O=C1CC(c2ccc(Cl)cc2)CC2=C1C(c1cccc(Cl)c1Cl)Nc1ccccc1N2 (centres undefined)
  A: -0.4 | B: -0.1 | C: 5 | D: -5

C=CCc1cc(OC)ccc1OCCON1C(=O)CCC1=O
  A: -0.3 | B: -0.1 | C: 8 | D: 17

Cc1noc(C)c1-c1nc(C(=O)NC2CCN(Cc3ccccc3)CC2)cs1
  A: 1.1 | B: 0.3 | C: -3 | D: -13

Nc1ccccc1NC(=O)CCC(=O)O
  A: -0.7 | B: 0.4 | C: 7 | D: 10

COc1cccc(CNc2sc3c(c2C(=O)Nc2ccccc2OC)CCC3)c1
  A: -1.0 | B: 0.6 | C: 12 | D: 13

O=C(Nc1cccc(O)c1)c1cc(-c2cccnc2)on1
  A: -2.2 | B: 0.1 | C: -18 | D: -12

CSc1ccccc1NC(=O)CSc1ncccn1
  A: 1.1 | B: -0.1 | C: -8 | D: 6

Cc1cc2cc(CN3C(=O)c4ccccc4C3=O)ccc2n1C
  A: -1.3 | B: 0.1 | C: 0 | D: 18

O=C(CN(c1cc(C(F)(F)F)ccc1Cl)S(=O)(=O)c1ccccc1)Nc1ccc(S(=O)(=O)N2CCOCC2)cc1
  A: 1.2 | B: 0.2 | C: -5 | D: 14

Cc1nc(CNC(=O)CC2C(=O)NCCN2CCc2ccccc2)nc2c1CCCC2 (centres undefined)
  A: 2.2 | B: 0.0 | C: 5 | D: 5

Clc1ncnc2scc(C3COc4ccccc4O3)c12 (centres undefined)
  A: 2.5 | B: 0.0 | C: -22 | D: 5

O=C(NC(=S)NCCSc1ccccc1)c1cncc(Br)c1
  A: 0.3 | B: 0.0 | C: 1 | D: 4

COC(=O)c1cccn1C(=O)c1ccc(Cl)cc1
  A: 0.3 | B: 0.2 | C: -8 | D: -8

# In a second layout: entries from further up.
# Every second line gives: GPR151 ag | FBW7 act | TEAD-YAP block | MITF primary
COc1ccc(-n2nc3c(c2NC(=O)c2cc(Cl)ccc2Cl)CS(=O)(=O)C3)cc1
    1.5 | 0.0 | -1 | 7
CC1CC(C)CN(C(=O)COC(=O)COc2ccc(C#N)cc2)C1 (centres undefined)
    -1.9 | 0.8 | 2 | 2

# Next structures
# Key to letters: A = GPR151 ag; B = FBW7 act; C = TEAD-YAP block; D = MITF primary
CS(=O)(=O)N1CCC(C(=O)NCCCOc2cccc3cccnc23)CC1
  A: 0.8 | B: -0.1 | C: -4 | D: 2

Cc1c(Cl)cccc1N1CC(O)=C(c2nc3ccccc3c(=O)[nH]2)C1=N
  A: -0.4 | B: 0.1 | C: 11 | D: 8

CCc1cc2c(=O)c(-c3nc(C)cs3)c(N)oc2c(CN2CCOCC2)c1O
  A: 0.0 | B: -0.1 | C: -23 | D: 5

Cc1nn(-c2ccccc2)c2c1-c1nc3ccccc3nc1C(C)(C)C2
  A: 1.1 | B: 0.0 | C: 2 | D: 3

Cn1c(C(C#N)c2ncc3c(n2)c(=O)c(C#N)c2n(C)c4ccccc4n32)nc2ccccc21 (centres undefined)
  A: -0.2 | B: 0.1 | C: 2 | D: 14

CCOC(=O)C1CCN(C2=NC(=O)/C(=C/c3ccc(N(C)C)cc3)S2)CC1
  A: 0.5 | B: 0.2 | C: -35 | D: 2

CCCC1CCC(=NNC(=O)CNc2ccc(OC)cc2)CC1 (centres undefined)
  A: 1.2 | B: -0.1 | C: -3 | D: -3

COC(=O)c1ccccc1NC(=O)CSc1nc2ccsc2c(=O)n1CCc1ccccc1
  A: -1.0 | B: 0.1 | C: 8 | D: -4

CCOc1ccc(-c2nc(C#N)c(N3CCN(CC)CC3)o2)cc1
  A: 1.3 | B: -0.1 | C: 2 | D: -2

CC1CCCC(N2CCN(Cc3ccccc3Cl)CC2)C1 (centres undefined)
  A: 0.6 | B: 0.0 | C: 10 | D: 63*

O=C(O)Cc1ccc(NCc2ccc(Cl)cc2Cl)cc1
  A: -1.2 | B: -0.2 | C: -22 | D: -10

COC(=O)c1ccc(NC(=O)CSc2nc3c([nH]2)c(=O)n(C)c(=O)n3C)cc1
  A: 0.2 | B: 0.1 | C: -1 | D: -1

CCOC(=O)c1cnc2ccc(OCC)cc2c1Nc1ccc(I)cc1
  A: 0.2 | B: 0.6 | C: 3 | D: 17

Cc1cc(C)cc(NC(=O)CSc2nnc3[nH]c(=O)c(C)c(C)n23)c1
  A: -0.1 | B: 0.2 | C: 3 | D: 15

CC(NC(=O)COC(=O)c1ccccc1C(F)(F)F)c1ccccc1 (centres undefined)
  A: 2.3 | B: 0.6 | C: -27 | D: 16

# 2 entries from above, field by field.
> COC(=O)c1ccc(NC(=O)CSc2nc3c([nH]2)c(=O)n(C)c(=O)n3C)cc1
  GPR151 ag = 0.2	FBW7 act = 0.1	TEAD-YAP block = -1	MITF primary = -1

> CCOC(=O)c1cnc2ccc(OCC)cc2c1Nc1ccc(I)cc1
  GPR151 ag = 0.2	FBW7 act = 0.6	TEAD-YAP block = 3	MITF primary = 17

# Carrying on:
# Key to letters: A = GPR151 ag; B = FBW7 act; C = TEAD-YAP block; D = MITF primary
O=C(COc1ccc([N+](=O)[O-])cc1)c1ccccc1
  A: -0.7 | B: 0.0 | C: 5 | D: 12

O=C(O)C(Cc1ccccc1)NS(=O)(=O)c1ccccc1F (centres undefined)
  A: -0.5 | B: -0.2 | C: 4 | D: 10

CCc1cccc(C)c1NC(=O)COc1ccc(NC(C)=O)cc1
  A: -1.1 | B: 0.0 | C: 0 | D: 11

COC(=O)c1cc(NC(=O)c2ccc(N3CC4CC(C3)c3cccc(=O)n3C4)c(NC(=O)c3ccncc3)c2)cc(C(=O)OC)c1 (centres undefined)
  A: 1.0 | B: 0.2 | C: -8 | D: 12

CCC(Oc1ccccc1)c1nnc(NC(=O)c2ccc([N+](=O)[O-])cc2)s1 (centres undefined)
  A: 0.1 | B: 0.0 | C: 3 | D: 19

CSc1ccc(CN2CCN(S(=O)(=O)c3ccc(Cl)cc3)CC2)cc1
  A: 0.3 | B: -0.1 | C: 4 | D: 38

COc1ccc(F)cc1S(=O)(=O)N1CCC(C(N)=O)CC1
  A: -0.7 | B: 0.0 | C: -6 | D: -11

CCCS(=O)(=O)N1CC(=O)N(c2ccc(C)c(C)c2)C(C)(C(=O)NC2CCCCC2)C1 (centres undefined)
  A: -1.1 | B: 0.1 | C: -2 | D: 4

C=CCOc1ccc(CNc2cccc(C(=O)O)c2)cc1OCC
  A: -0.6 | B: 0.1 | C: -9 | D: 16

CC(C)(C)c1ccc(-c2nc(-c3ccc(Cl)cc3)no2)cc1
  A: -0.3 | B: -0.1 | C: -1 | D: -11

COc1ccc(N2CCN(C3CCCN(Cc4cnc(SC)nc4)C3)CC2)cc1 (centres undefined)
  A: -1.1 | B: 0.3 | C: -5 | D: 4

COc1ccc([N+](=O)[O-])cc1N1C(=O)C2C3c4ccccc4C(C)(c4ccccc43)C2C1=O (centres undefined)
  A: -0.7 | B: -0.2 | C: -9 | D: -5

Cc1nn(-c2ccccc2)c(N2CCCC2)c1C=C(C#N)C#N
  A: 0.6 | B: 0.0 | C: -1 | D: -7

Nc1nc(NCCN2CCOCC2)cc(N2CCc3ccccc3C2)n1
  A: 2.4 | B: 0.0 | C: 2 | D: 3

O=C(NC1CCCC1)c1ccc(N2CCC(NCC3COCCO3)CC2)cc1 (centres undefined)
  A: 1.4 | B: 0.0 | C: -1 | D: 5

COc1ccc(NC(=O)c2noc3c2COc2ccc(C)cc2-3)cc1
  A: 0.3 | B: -0.1 | C: 5 | D: 18

NC(=O)/C(=C\c1ccc2c(c1)OCO2)NC(=O)c1ccccc1I
  A: -0.3 | B: 0.1 | C: -2 | D: -5

O=C1OC(c2ccc3c(c2)OCO3)=N/C1=C\c1cccc([N+](=O)[O-])c1
  A: 0.4 | B: 0.0 | C: 3 | D: 15

O=C(Nc1cccc(Cl)c1)O/N=C\c1ccc(F)cc1
  A: -1.0 | B: -0.1 | C: -4 | D: 0

# Filtered by structure: the entries above containing a cyano group
# Key to letters: A = GPR151 ag; B = FBW7 act; C = TEAD-YAP block; D = MITF primary
C=CCNc1oc(Cc2ccccc2)nc1C#N
  A: -1.5 | B: 0.1 | C: -11 | D: 12

CC1CC(C)CN(C(=O)COC(=O)COc2ccc(C#N)cc2)C1 (centres undefined)
  A: -1.9 | B: 0.8 | C: 2 | D: 2

Cn1c(C(C#N)c2ncc3c(n2)c(=O)c(C#N)c2n(C)c4ccccc4n32)nc2ccccc21 (centres undefined)
  A: -0.2 | B: 0.1 | C: 2 | D: 14

CCOc1ccc(-c2nc(C#N)c(N3CCN(CC)CC3)o2)cc1
  A: 1.3 | B: -0.1 | C: 2 | D: -2

Cc1nn(-c2ccccc2)c(N2CCCC2)c1C=C(C#N)C#N
  A: 0.6 | B: 0.0 | C: -1 | D: -7
